DYRK1A inh: blocks rat Dyrk1A kinase activity. ADP-Glo luminescence, NFATc1 peptide. actives 0.43% (n = 310,000). inhibition, % at 12.5 µM. Q63470. AID 504441; in the data active = inhibition above about 50%;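 note: plate controls were vehicle with enzyme for no effect and no enzyme for full effect; many of its hits are not listed in these tables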
GSK3beta inhib: human GSK3beta kinase inhibition | P49841 | actives 0.038% (n = 300,000) | activity score (negative = inhibition), % at 10 µM | AID 2097 | GST-GSK3beta kinase, ADP-Glo luminescence, 60 min; active compounds read low;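 active = more than half of replicate wells score below -50%, meaning over 50% inhibition versus plate controls; inconclusive = some replicates but at most half score below -50%; inactive = no replicate scores below -50%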;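 note: 0% = median DMSO wells and -100% = median GW8510 positive control wells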
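Test system: GST-tagged human GSK3beta kinase, cell-free; evaluation: activity score scaled between in-plate DMSO and GW8510 controls; measured by: ADP-Glo luminescence; incubation: 60 min reaction, RT; benchmarks: DMSO and 20 µM GW8510; reagent: peptide substrate plus 25 µM ATP (final); medium: Tris/MgCl2 kinase buffer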
KCNQ1 pot: human KCNQ1 channel potentiation or activation; P51787; CHO-K1 KCNQ1, thallium flux FluxOR fluorescence; active compounds read high; B-score at 10 µM; actives 0.35% (n = 310,000);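 active = fluorescence ratio B-score, a plate-corrected score, at least three library SD, with initial intensity B-score within 5 SD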
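Medium – assay buffer, equal DMSO in all wells · Material – CHO-K1 cell line with stable KCNQ1 potassium channel expression · Signal – kinetic FluxOR thallium fluorescence, 10-s 1-Hz baseline, 110-s post-stimulus read · Compound – single concentration per compound, DMSO matched to controls · Schedule – 37 °C overnight plating, 90-min dark dye load, 20-min compound pretreatment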
hERG protect: hERG (human) protection from proarrhythmic block | CHO-hERG, FluxOR thallium flux, dofetilide IC70 present | AID 1511 | actives 0.51% (n = 310,000) | activation (rescue from dofetilide block), less the hit threshold, % at 10 µM | Q12809;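 active = activation above the mean of controls blocked by dofetilide plus 5 SD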;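 note: thallium influx through hERG after potassium depolarization seen as dye fluorescence rise; in these data hits start at about 4.7%; inactives centre near -7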
HDAC3 inhib: blocks human histone deacetylase 3 | O15379 | recombinant HDAC3, fluorogenic peptide/trypsin coupled, fluorescence | inhibition, % at 8.3 µM | actives 0.15% (n = 320,000); in the data active = inhibition above about 26%, passing the limit was not always enough; inconclusive = no clear call, values can overlap the other calls
PolyA inhibitor: blocks polyadenylation in yeast reporter cells; S. cerevisiae SKY197-pL101 polyadenylation reporter, beta-gal luminescence; efflux-impaired pdr1/pdr3 knockout yeast; score 100 = 6 SD above DMSO; calls only at 12 µM; actives 0.02% (n = 300,000); AID 1875;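 active = lowest replicate activity score at least 50, where 100 means six control SD above control mean; inconclusive = lowest score under 50 but half or more replicates reach 50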;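 note: yeast exposed to compound for 9 h at 30 °C; higher score means more reporter readthrough which indicates perturbed polyadenylation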
KCNK3 inh: human KCNK3 channel inhibition, primary screen. O14649. CHO-KCNK3 thallium flux, FluxOR fluorescence; active compounds read low. B-score at 10 µM. actives 0.84% (n = 340,000);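 active = B-score under library mean minus 4 SD, starting fluorescence ratio at most library mean plus 5 SD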;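 note: more negative B-score means stronger inhibition of thallium flux through KCNK3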
KCNK9 inh: human KCNK9 channel inhibition. HEK293 KCNK9, FluxOR thallium flux fluorescence; active compounds read low. B-score at 10 µM. actives 1.2% (n = 310,000). AID 488922;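 active = ratio B-score over 3 SD below the library mean, with starting fluorescence within 5 SD of its mean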;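 note: negative B-score means less thallium flux so channel inhibition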
Target sequence (Q9NPC2 whole entry, looked up): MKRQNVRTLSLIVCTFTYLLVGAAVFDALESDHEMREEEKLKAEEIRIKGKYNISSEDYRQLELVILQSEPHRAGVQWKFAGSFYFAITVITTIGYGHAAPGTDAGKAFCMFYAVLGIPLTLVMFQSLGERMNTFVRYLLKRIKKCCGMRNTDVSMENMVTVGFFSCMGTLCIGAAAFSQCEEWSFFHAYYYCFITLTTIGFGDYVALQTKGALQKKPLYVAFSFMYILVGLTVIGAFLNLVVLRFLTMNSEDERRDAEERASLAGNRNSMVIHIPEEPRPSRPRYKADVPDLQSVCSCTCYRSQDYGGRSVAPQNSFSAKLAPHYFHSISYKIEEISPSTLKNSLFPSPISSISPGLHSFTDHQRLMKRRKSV
GSK3 alpha inh: blocks human GSK-3 alpha kinase | P49840 | ADP-Glo luminescence, 60 min | inhibition, % at 10 µM | actives 0.1% (n = 320,000);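 in the data active = inhibition above about 50%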;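 note: GST-tagged GSK-3 alpha with peptide substrate and 25 µM ATP; 0% = DMSO neutral wells and 100% = GW8510 positive control wells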
Target sequence (P49840 whole entry, looked up): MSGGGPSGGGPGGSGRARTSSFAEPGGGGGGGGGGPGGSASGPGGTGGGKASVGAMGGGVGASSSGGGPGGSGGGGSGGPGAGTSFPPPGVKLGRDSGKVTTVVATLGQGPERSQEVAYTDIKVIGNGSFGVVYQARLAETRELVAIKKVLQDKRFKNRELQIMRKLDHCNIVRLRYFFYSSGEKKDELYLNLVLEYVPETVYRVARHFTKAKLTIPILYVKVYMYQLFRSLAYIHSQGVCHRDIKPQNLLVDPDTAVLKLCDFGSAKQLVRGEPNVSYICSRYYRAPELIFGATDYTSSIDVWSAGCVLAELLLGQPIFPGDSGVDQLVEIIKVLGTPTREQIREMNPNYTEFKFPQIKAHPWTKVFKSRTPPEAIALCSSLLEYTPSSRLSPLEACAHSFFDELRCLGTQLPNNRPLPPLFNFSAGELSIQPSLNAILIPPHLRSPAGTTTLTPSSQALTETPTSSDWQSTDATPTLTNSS
KCNQ1 inh: human KCNQ1 channel inhibition | P51787 | CHO-K1 KCNQ1, FluxOR thallium flux fluorescence; active compounds read high | B-score at 10 µM | actives 1.3% (n = 310,000) | AID 2642;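 active = compounds whose thallium flux B-score, printed positive for inhibition, exceeds three library SD while starting fluorescence stays within three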;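 note: channel opened by potassium depolarization with thallium stimulus after 20 min compound exposure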
RGS4 act: potentiators or activators of RGS4 | B-score at 10 µM | AID 463111 | HEK293 M3R/inducible RGS4, carbachol calcium flux Fluo4; active compounds read low | actives 0.92% (n = 310,000);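 active = B-score of the integrated calcium signal more than 4 SD below the library mean, with starting fluorescence not abnormally high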;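 note: negative B-score means reduced calcium response which marks RGS4 activation or potentiation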
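Assay system: Inducible-RGS4 HEK293 cells carrying M3 receptor | Schedule: Compound preincubation 20 min at room temperature before agonist | Signal: Kinetic calcium fluorescence imaging with Fluo4-AM dye, 2 µM | Read-out basis: B score from integrated fluorescence ratio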
* hit, by the source's call; i = inactive; u = inconclusive; x = not tested or not shown.

Molecule	RGS4 act	KCNK3 inh	DYRK1A inh	hERG protect	GSK3beta inhib	GSK3 alpha inh	PolyA inhibitor	KCNQ1 inh	KCNK9 inh	HDAC3 inhib	KCNQ1 pot
CCC(=O)Nc1nnc(SCc2ccccc2F)s1	i	i	5	-3	5	-9	x	i	i	4	i
COc1cccc(C(=O)OC(C)CN2CCCC2)c1 (configuration not stated)	i	i	-1	-2	2	-4	i	i	i	2	i
COc1cc(OC)cc(C(=O)N[C@H](C(=O)OCC(=O)c2ccc(F)cc2)C(C)C)c1	i	i	5	-3	-2	-2	x	i	i	4	i
COc1ccc(/C(O)=C2\C(=O)C(=O)N(c3cc(C)on3)C2c2ccccc2OC)cc1C (configuration not stated)	i	i	-9	-10	1	3	i	i	i	-3	i
O=C(NCC(F)(F)F)N1CCOCC1	i	i	-4	-3	1	-1	i	i	i	-1	i
CC1=CC(C)[C@H](/C=N/n2c(=O)[nH]c3c([nH]c4ccc(C)cc43)c2=O)C(C)C1 (some centres not stated)	i	i	-1	-17	-2	-1	i	i	i	9	i
CCOC(=O)c1cc(-c2ccc(OC)cc2)nc2c1c(C)nn2CCC#N	i	i	1	-22	6	-1	i	i	i	-12	i
O=C(Nc1ccc2c(c1)OCCO2)c1c(F)c(F)c(F)c(F)c1F	i	i	-4	-14	-2	-5	i	i	i	4	i
c1ccn(-c2ccc(-c3ccn[nH]3)cc2)c1	i	i	4	-2	2	-2	i	i	i	0	i
Cc1ccc(C(=O)N/C(=C/c2cccs2)C(=O)N2CCCCC2)cc1	i	i	-3	-13	4	x	i	i	i	8	i
O=S(=O)(c1ccc(Br)c2ccccc12)N1CCCC1	i	i	6	-5	0	-1	i	i	i	5	i
Cc1c(C(=O)O)c(C(=O)O)c2n1CCS2	i	i	37	-9	-6	-7	i	i	i	-1	i
Cc1ccc(C(=O)CCNc2ccc(Cl)cc2)o1	i	i	-4	-8	2	-3	i	i	i	-2	i
CS(=O)(=O)Nc1ccc(OCc2ccccc2)cc1	i	i	3	-12	1	-6	i	i	i	-3	i
C/C(=N\NC(=O)OC(C)(C)C)c1ccc[nH]1	i	i	-1	-2	-2	0	i	i	i	1	i
COCCCNC(=O)c1cc2c(=O)n3cccc(C)c3nc2s1	i	i	3	-6	7	-5	i	i	i	-3	i
COc1ccc(OCC(=O)OCC(=O)N2CC(=O)Nc3ccccc32)cc1	i	i	-3	-3	-3	0	i	i	i	-8	i
Cc1c(NC(=O)Cn2nc(C(=O)O)c3ccccc3c2=O)c(=O)n(-c2ccccc2)n1C	i	i	2	-5	-12	-1	i	i	i	4	i
O=C(CC1C(=O)NCCN1C/C=C/c1ccccc1)NCCCC1CCCC1 (configuration not stated)	i	i	1	-22	1	1	i	i	i	-2	i
COc1cccc(-n2c(=S)sc3c(=O)n(-c4ccccc4OC)c(SCC4OCCO4)nc32)c1	i	i	5	-9	-1	5	i	i	i	1	i
CC1(c2ccc(Cl)cc2)NC(=O)N(CC(=O)Nc2ccc(N3CCCCC3)cc2)C1=O (configuration not stated)	i	i	1	-8	1	1	i	i	i	-1	i
Cc1onc(NC(=O)NC(=O)c2c(Cl)cccc2Cl)c1Br	i	i	7	-6	-1	1	i	i	i	-1	i
COc1cccc(OCc2nnc(SCc3cc(=O)[nH]c4ccccc34)o2)c1	i	i	4	-4	2	1	i	i	i	-5	i
CC(C)(C)NC(=O)NC(=O)COC(=O)c1nc(-c2ccccc2)n(-c2cccc(C(F)(F)F)c2)n1	i	i	2	-8	1	-2	i	i	i	u	i
Cn1c(N)c(C(=O)CSc2nc3ccccc3n2-c2ccccc2)c(=O)n(C)c1=O	i	i	-2	-1	-2	-2	i	i	i	-2	i
Cc1cccc(N2CCN(C(=O)COc3ccc4c(c3)CCC4)CC2)c1C	i	i	-1	-10	2	-2	i	6*	i	7	i
CSC1=C(C#N)C(CC(C)C)C(C(C)=O)=C(C)N1 (configuration not stated)	i	i	2	-2	-1	2	i	i	i	-3	i
Cc1nnc(-c2ccc(N3CCCCCC3)c([N+](=O)[O-])c2)o1	i	i	-2	-1	-1	2	i	i	i	-2	i
COc1ccccc1NC(=O)COC(=O)C12CC3CC(CC(Cl)(C3)C1)C2	i	i	1	-16	0	0	i	i	i	1	i
CCCn1c(SC(C)C(=O)O)nc2ccccc21 (configuration not stated)	i	i	1	-2	0	-2	i	i	i	1	i
CCC1CO/C(=C(\C(=C(Cl)Cl)N2CCOCC2)[N+](=O)[O-])N1 (configuration not stated)	i	i	x	-10	-3	1	i	i	i	0	i
CCOC(=O)c1c(-c2ccc(OC)c(OC)c2)csc1NC(=O)C1CCCO1 (configuration not stated)	i	i	3	-29	2	-1	i	i	i	-6	i
CCOC(=O)c1c(C)oc2ccc(NS(=O)(=O)c3ccc(C(=O)O)cc3)cc12	i	i	0	-6	2	2	i	i	i	1	i
CC(Oc1ccccc1)C(=O)Nc1cccc([N+](=O)[O-])c1 (configuration not stated)	i	i	-5	-5	4	0	i	i	i	-1	i
COc1ccc(Cc2c(N)nc(N)nc2N)cc1	i	i	2	-4	-2	-1	i	i	i	-7	i
O=C(Cn1c(=O)c2cccn2c2cccnc21)NCCCN1CCN(c2ccc(F)cc2)CC1	i	i	x	-7	2	1	i	i	i	0	i
CC(C)c1nnc(NC(=O)CCC(=O)NCC2CCCO2)s1 (configuration not stated)	i	i	-5	-12	0	-1	i	i	i	7	i
O=C(NCCCN1CCOCC1)c1cc(-c2ccccc2F)no1	i	i	-1	-6	-1	-1	i	i	i	-4	i
Cc1sc(NC(=O)CSc2nnnn2C2CCCC2)c(C#N)c1C	i	i	-9	3	-3	1	i	i	i	9	i
O=C(Nc1ccon1)c1cccc(Cl)c1	i	i	12	-2	0	0	i	i	i	3	i
O=C(NC1CCCCC1)NC1CC2CCC(C1)N2Cc1nnnn1Cc1ccc2c(c1)OCO2 (configuration not stated)	i	i	7	-12	2	0	i	i	i	3	i
CN(c1ccc(C(=O)NCCc2ccccc2)cc1)S(C)(=O)=O	i	i	-3	-10	3	-3	i	i	i	11	i
N#CCN1C(=O)NC2(CCCc3sccc32)C1=O (configuration not stated)	i	i	5	-7	3	-7	i	i	i	0	i
COc1ccc(NC(=O)c2cnn(-c3ccccc3)c2C)cc1OC	i	i	-5	-6	0	-2	i	i	i	-1	i
O=C(c1ccccc1)c1cnc(-c2ccc(Cl)cc2)s1	i	i	4	-7	3	2	i	i	i	-4	i
COc1ccc(C)cc1S(=O)(=O)N1CCC2(CC1)OCCN2S(=O)(=O)c1cccs1	i	i	-10	-12	0	-1	i	i	i	5	i
COC(=O)N[C@H](CC(C)=O)c1cccc(C(F)(F)F)c1	i	i	11	-5	2	-2	i	i	i	-4	i
CC(c1nnc(SCn2nnc3ccccc3c2=O)n1-c1ccc(Cl)cc1)N(C)C (configuration not stated)	i	i	-5	-7	-1	-2	i	i	i	4	i
CCOC(=O)c1ccc[n+](CC(=O)Nc2cc(C(F)(F)F)ccc2Cl)c1	i	i	5	-6	-1	1	i	i	i	11	i
CC(=O)c1c(N2CCCC2)nc(=S)n(-c2ccccc2)c1C	i	i	1	2	3	3	i	i	i	-4	i
Cc1cc(C)nc(Nc2ccc(F)cc2)n1	i	i	1	-1	-2	-2	i	i	i	-8	i
CC(C)(C)OC(=O)NCCc1nnc(S(=O)(=O)Cc2ccc(Cl)cc2Cl)o1	i	i	10	-7	4	-5	i	i	i	0	i
CNC(=O)c1ccsc1NC(=O)CCS(=O)(=O)c1ccc(Cl)cc1	i	i	-3	-12	1	1	i	i	i	6	i
Cc1c(C=O)c2ccccc2n1CC(=O)NCc1ccc2c(c1)OCO2	i	i	6	-8	-1	0	i	i	i	0	i
COc1cccc(C(=O)Nc2c(F)c(F)c(F)c(F)c2F)c1	i	i	9	-11	1	12	i	i	i	7	i
CC1CC1C(=O)Nc1ccc(-c2ccccc2)cc1 (configuration not stated)	i	i	-2	-10	-1	-2	i	i	i	5	i

New compounds follow.
Molecule	RGS4 act	KCNK3 inh	DYRK1A inh	hERG protect	GSK3beta inhib	GSK3 alpha inh	PolyA inhibitor	KCNQ1 inh	KCNK9 inh	HDAC3 inhib	KCNQ1 pot
Cc1cccc(OCc2nc3ccccc3n2C)c1	i	i	x	-6	4	5	i	i	i	-3	i
Cc1noc(C)c1CSCC(=O)N(C)CC(=O)Nc1ccc(F)c(F)c1F	i	i	8	-14	1	2	i	i	i	-4	i
CCOc1ccccc1NC(=O)CN(c1ccc(OC)cc1OC)S(=O)(=O)c1ccccc1[N+](=O)[O-]	i	i	0	-9	1	-2	i	i	i	-6	i
Cc1cc(C)n(C(=O)COc2ccc([N+](=O)[O-])cc2)n1	i	i	-7	-6	1	0	i	i	i	1	i
Cc1cccc(OC(C)C(=O)N2CCN(Cc3ccc4c(c3)OCO4)CC2)c1 (configuration not stated)	i	i	-2	-8	-2	0	i	i	i	5	i
CN(C)/C=N/c1ncc(C(=O)c2ccc(-c3ccccc3)cc2)s1	i	i	x	0	-4	x	i	i	i	x	i
O=C(CSCc1ccc([N+](=O)[O-])cc1)NC1CC2CCC1C2 (configuration not stated)	i	i	-2	-10	4	-2	i	i	i	-3	i
Cc1ccc(-n2c3nc(=O)[nH]c(=O)c-3cc3cc([N+](=O)[O-])ccc32)cc1	i	i	-9	-8	-1	x	i	i	i	x	i

Look-ups from the list.
GSK3beta inhib, CCOc1ccccc1NC(=O)CN(c1ccc(OC)cc1OC)S(=O)(=O)c1ccccc1[N+](=O)[O-] = 1
DYRK1A inh, Cc1c(NC(=O)Cn2nc(C(=O)O)c3ccccc3c2=O)c(=O)n(-c2ccccc2)n1C = 2

Bioassay records from PubChem BioAssay.

The list is partial; count on the stated rates, not on these rows.
